NCI-60 one-dose screen, 48 h, at 10 µM unless noted. Numbers give growth in % (100 = growth as untreated, 0 = no growth, -100 = all killed).
OVCAR-8 = OVCAR-8 ovarian cancer; hit rate 4.4% among 81,000; AID 1794782
SNB-19 = SNB-19 CNS cancer cells | AID 1794751 | hit rate 2.5% among 81,000
PC-3 = PC-3 prostate cancer cells; hit rate 3.9% among 80,000; AID 1794754
OVCAR-3 = OVCAR-3 ovarian cancer; hit rate 7% among 79,000
SF-268 = SF-268 CNS cancer cells. hit rate 3.1% among 82,000
DU-145 = DU-145 prostate cancer | hit rate 4.2% among 81,000 | AID 1794760
U251 = U251 CNS tumor cells; hit rate 5.4% among 80,000; AID 1794753
SF-539 = SF-539 CNS cancer | hit rate 6.8% among 81,000
SF-295 = SF-295 CNS cancer cells; hit rate 5.6% among 79,000; AID 1794758
An asterisk follows results filed as active; nt = no result given; & = joins results of further samples. The calls were made as follows: active = growth percent below 10; inactive = the rest.

canonical_smiles	OVCAR-8	SNB-19	PC-3	OVCAR-3	SF-268	DU-145	U251	SF-539	SF-295
CCOC(=O)C(=CNc1ccc2n[nH]nc2c1)C(=O)OCC	112	105	121	105	117	105	106	111	nt
Nc1ncnc2[nH]c(=S)[nH]c12	105	107	96	113	99	114	105	99	109
O=C1/C(=C/c2cccc(OCc3ccc(Cl)cc3)c2)N=C2SCCCN12	99	104	96	98	95	100	93	111	100
O=S(=O)(c1cc(Cl)ccc1O)c1cc(Cl)ccc1O	84	92	81	78	88	100	77	87	85
N=c1ccc2nc3ccc(N)cc3sc-2c1	14	4.8*	7.2*	0.4*	40	89	6.5*	2.3*	35
O=C(NN1C(=O)/C(=C/C=C/c2ccc([N+](=O)[O-])o2)SC1=S)c1ccccc1O	-68*	-96*	-6.7*	-100*	-81*	-100*	-99*	-100*	-48*
Cc1cc(C)c2c(S(=O)(=O)N3CCC(C)CC3)[nH]nc2n1	98	97	105	108	99	113	92	101	91
CSc1ccc(OCc2nc3ccccc3n2-c2cccc(NS(C)(=O)=O)c2)cc1	88&100	86&102	93&81	118&118	101&92	67&103	77&104	90&93	96&106
CSc1nc2cc(Oc3cccc(Cl)c3Cl)c(Cl)cc2[nH]1	72	89	79	85	84	nt	67	107	93
CCCNc1ncnc2c1cnn2C1CCCCO1 (configuration not stated)	106	112	89	109	99	120	97	110	106
Nc1c(C(=O)N/N=C/c2ccc(OCc3ccccc3)cc2)cnn1CC(O)c1ccccc1 (configuration not stated)	94	96	90	101	94	101	99	106	107
CN(Cc1cnc2nc(N)nc(N)c2n1)c1ccc(C(=O)N[C@@H](CCc2nn[nH]n2)C(=O)O)cc1	28	42	36	43	31	28	29	30	23
NC(N)=NS(=O)(=O)c1ccc(N=NC2C(=O)NN(c3ccc([N+](=O)[O-])cc3[N+](=O)[O-])C2=O)cc1 (configuration not stated)	96	94	83	nt	89	102	99	89	94
O=c1[nH]c2c(cc1S(=O)(=O)c1ccccc1)CCc1c-2cnn1Cc1ccccc1	106	nt	100	97	106	103	99	94	96
FC(F)(F)c1ccn(-c2ccc(C3=NNC(c4ccc[nH]4)C3)cc2)n1 (configuration not stated)	95	92	56	83	76	90	68	62	83
CCOC(=O)C/C(C)=N\NC(=O)c1ccncc1	99	88	97	105	101	107	107	98	93
COc1ccc(C2=C(Nc3ccc(C(=O)Nc4ccc(Cl)cc4)cc3)C(=O)N(C)C2=O)cc1	88	95	70	102	90	87	84	96	81
C=C(C)[C@@H]1CC[C@]2(C(=O)O)CC[C@]3(C)[C@H](CC[C@@H]4[C@@]5(C)CCC(NC(=O)c6cccc(OC(C)=O)c6OC(C)=O)C(C)(C)[C@@H]5CC[C@]43C)[C@@H]12 (some centres not stated)	11	26	18	12	15	21	9.8*	-26*	-30*
Cn1c(-c2ccccc2)cs/c1=N\S(=O)(=O)c1ccc(NNc2c3ccccc3cc3ccccc23)cc1	88	99	65	83	86	93	97	100	93
O=C(Cn1cnc2c(cc(-c3ccccc3)n2-c2ccncc2)c1=O)Nc1ccccc1	130	106	106	115	99	98	107	98	nt
C=C(C)[C@@H]1CC[C@]2(C(=O)N3CCN(C)CC3)CC[C@]3(C)[C@H](CC[C@@H]4[C@@]5(C)CC[C@H](OC(=O)c6ccccc6C(=O)O)C(C)(C)[C@@H]5CC[C@]43C)[C@@H]12	104	95	91	110	93	104	105	98	104
CN1CCN(C2=C(Cl)C(=O)c3ccccc3C2=O)CC1	67	93	61	nt	nt	nt	87	105	84
C=CCn1c(SCC(=O)Nc2ccc(Cl)cc2)nnc1-c1cc(-c2ccc(S(C)(=O)=O)cc2)nc2ccccc12	52	65	34	73	50	76	65	72	71
CCOc1ccc(N=Nc2ccc(C=O)c(S(=O)(=O)O)c2)cc1	106	101	102	104	99	105	102	101	100
COc1cc2oc(-c3cccc(NC(=O)c4ccccc4Br)c3)cc(=O)c2c(OC)c1OC	64	89	54	83	70	80	90	73	67
CCOC(=O)N1C(=O)NC(=O)C1c1ccccc1 (configuration not stated)	99	95	99	117	107	126	92	112	99
CCOC(=O)C1(C(=O)OCC)CCCCC1C (configuration not stated)	113	110	96	97	98	110	100	94	nt
COc1ccc(/C=N/Nc2nc(N/N=C/c3ccc(OC)cc3O)nc(N3CCCCC3)n2)c(O)c1	40	43	40	11	37	49	33	41	29
O=C(O)CN1C(=O)c2cccc([N+](=O)[O-])c2C1=O	100	112	100	112	102	113	99	111	93
COc1ccc(NC(=O)C(c2ccccc2)c2ccccc2)cc1	102	108	98	108	102	112	122	113	103
COc1ccc(C2C3=C(COC3=O)N(CCO)c3cc4c(cc32)OCCO4)cc1 (configuration not stated)	85	81	73	50	87	106	87	83	56
COc1cc(C(=O)/C=C/c2c(Cl)nc3sccn23)cc(OC)c1OC	86	83	71	64	78	84	77	87	112
Cc1cccc(CNc2c3ccccc3nc3ccccc23)c1	20	30	25	31	52	34	24	12	25
c1ccc(Cn2cc3c(c2-c2ccccc2)CCc2c(CN4CCOCC4)noc2-3)cc1	nt	95	92	113	103	108	101	103	101
CN1C(C(=O)Nc2ccccn2)=C(O)c2sccc2S1(=O)=O	97	112	92	115	107	120	100	105	92
O=C1c2ccccc2CCC1(Br)Br	39	89	54	-70*	59	22	nt	17	105
O=C(CCCCC(=O)Nc1ccc(C(=O)Nc2cc(C3=NCCN3)cc(C3=NCCN3)c2)cc1)Nc1ccc(C(=O)Nc2cc(C3=NCCN3)cc(C3=NCCN3)c2)cc1	100	108	95	101	100	102	111	99	102
CCCCCCCCCC1=NC(C)(C)CN1c1ccccc1	98	86	76	104	109	115	91	98	100
CC(C)(N)c1cn(-c2cccc(Cl)c2)nn1	102	93	99	111	97	104	97	95	106
CCOC(=O)c1cc(C(=O)c2ccc(OC)c(OC)c2)n2nc(-c3ccc(Cl)cc3)ccc12	87	103	81	109	98	101	94	52	94
CC(C)=CCC/C(C)=C\C(N)=O	99	106	97	118	116	142	109	106	99
Cc1c(NCC(=O)Nc2nc3ccccc3[nH]2)c(=O)n(-c2ccccc2)n1C	100	97	93	109	103	112	97	98	109
Cc1ccc2c(c1)c(=O)n(-c1ccccc1)c1nnc(Nc3ccccc3)n21	95	86	85	105	92	97	nt	86	86
CCOc1cccc(-c2ccccc2)c1	97	97	93	102	97	107	91	99	98
O=C(NC1CC(F)C1)c1cc2cccnc2n1-c1ccc(Cl)c(Cl)c1 (configuration not stated)	95	95	90	102	92	106	94	98	95
O=C1[C@H]2Cc3c([nH]c4ccccc34)[C@@H](c3ccc(Br)cc3)N2C(=O)CN1C1CCN(CC2CCCCC2)CC1	-49*	4.3*	-52*	-90*	22	-50*	-91*	-89*	-61*
CCOC(=O)c1c2c(n(-c3ccc([N+](=O)[O-])cc3)c1-c1ccccc1)C=CCC2	nt	88	55	99	92	102	93	100	86
COc1ccc(Cn2cc3c(c2-c2ccccc2)CCc2c(CN4CCCC4)noc2-3)cc1	nt	86	60	77	95	94	65	78	87
COc1cc(NC(=O)CCSc2nc3ccccc3c(=O)n2CCc2ccccc2)cc(OC)c1OC	72	89	75	89	75	95	75	30	91
N#Cc1c(-c2ccccc2)cc(-c2ccccc2)n(Cc2ccc(C(=O)Nc3ccccc3N)cc2)c1=O	72	78	61	82	76	91	79	75	100
COc1ccccc1NC1=C(Cl)C(=O)C(Nc2ccccc2OC)=C(Cl)C1=O	93	90	84	97	106	115	86	nt	97
C[C@@H]1CC[C@@H]2[C@@H](C1)Oc1cc(O)ccc1C2(C)C	93	113	77	105	91	99	88	98	98
CNC(=O)c1cc(-n2ccc3cc(NC(=O)Nc4cccc(C(F)(F)F)c4)ccc32)ccn1	67	89	33	96	88	86	79	54	60
CCCCCCCCCOCC(O)COc1ccccc1[N+](=O)[O-] (configuration not stated)	102&105	109&104	99&99	111&95	101&95	113&107	96&99	116&113	104&106
COC(=O)c1c(C)nc(Nc2nc3ccccc3o2)nc1-c1ccc(OC)cc1	102	97	100	103	100	112	104	108	nt
CC1C=CC(C)C(C(=O)c2ccccc2)C1C(=O)c1ccccc1 (configuration not stated)	97	96	96	106	102	105	95	111	103
CCN(CC)CCOC(=O)c1cc(Cl)cc(N)c1O	98	96	81	118	97	105	95	91	110
CC(=O)Oc1cccc(C(=O)O)c1	103	117	96	102	99	109	97	102	97
CCCCCCCCC(C)C(=O)N1CCCC1C(=O)N1C(CC(=O)CC)CC(C)CC1C(=O)NC(C)C(=O)NC(C)(C)C(=O)NC(C)(C)C(=O)NC(C(=O)NC(C)C(=O)NC(C)(C)C(=O)NC(C)(C)C(=O)NC(C)CN(C)CCO)C(C)CC (configuration not stated)	nt	1.0*	-7.4*	-55*	-15*	-84*	-67*	-77*	-26*
CSc1nc(NCCN2CCOCC2)c(C#N)c(-c2cccc(N)c2)n1	102	93	97	116	101	111	nt	100	98

A portion taken from the entries so far, for reference:
canonical_smiles	OVCAR-8	SNB-19	PC-3	OVCAR-3	SF-268	DU-145	U251	SF-539	SF-295
CCCCCCCCC(C)C(=O)N1CCCC1C(=O)N1C(CC(=O)CC)CC(C)CC1C(=O)NC(C)C(=O)NC(C)(C)C(=O)NC(C)(C)C(=O)NC(C(=O)NC(C)C(=O)NC(C)(C)C(=O)NC(C)(C)C(=O)NC(C)CN(C)CCO)C(C)CC (configuration not stated)	nt	1.0*	-7.4*	-55*	-15*	-84*	-67*	-77*	-26*
CSc1nc(NCCN2CCOCC2)c(C#N)c(-c2cccc(N)c2)n1	102	93	97	116	101	111	nt	100	98

(further entries)
canonical_smiles	OVCAR-8	SNB-19	PC-3	OVCAR-3	SF-268	DU-145	U251	SF-539	SF-295
OC1CCN(C2=Nn3c(nnc3-c3cc(C(F)(F)F)cc(C(F)(F)F)c3)SC2)CC1	90	100	91	112	102	97	91	99	97
O=C(c1cc2ccccc2[nH]1)N(CC(F)(F)F)[C@H]1CCC[C@@H](NCc2cccc(F)c2)C1	94	88	75	87	80	92	79	76	100
CC(C)CNS(=O)(=O)c1ncnc2nc[nH]c12	124	129	92	89	91	95	116	100	104
COc1ccc(-c2c(C#N)nnn2-c2ccc(OC)cc2)cc1	94	98	87	109	112	109	91	93	nt
c1cnc2[nH]cc(-c3csc(-c4cn(CCCN5CCOCC5)c5ccccc45)n3)c2c1	62	57	20	64	52	82	33	53	17
CCOC(=O)C1C(=O)CC(=O)C(C(=O)OCC)C1c1ccc(O)cc1 (configuration not stated)	103	110	91	123	116	128	106	115	101
NCCN1C(=O)c2cccc3c(-c4ccc5c(c4)ncn5C4CCCCC4)ccc(c23)C1=O	95	103	91	101	93	105	103	104	107
Nc1cc(Cl)nc(N)n1	86	108	116	113	108	107	105	90	105
O=C(CCc1nnc2n1N=C(c1ccccc1)CS2)c1nc2ccccc2[nH]1	99	103	106	107	88	nt	105	100	100
Cc1ccc(C(C)C)cc1NC1=C(Cl)C(=O)c2ccccc2C1=O	76	55	55	94	80	102	56	84	75
O=c1cc(/C=N\Nc2ccccc2)[nH]c(=O)[nH]1	108	99	93	130	106	115	104	nt	107
C=C(C)[C@@H]1CC[C@]2(C)CC[C@]3(C)[C@H](CC[C@@H]4[C@@]5(C)CC[C@H](O)C(C)(C)[C@@H]5CC[C@]43C)[C@@H]12	nt	106	100	119	110	128	107	164	107
COc1ccc(-c2nn(-c3ccc(Cl)cc3)cc2-c2nc3ccccc3[nH]2)cc1	105	92	81	94	95	120	104	106	98
O=C(Cn1cnc2ccccc21)Nc1ccc(-c2nc3ccccc3s2)cc1	72	71	67	64	85	78	69	77	43
Clc1ccc2c(NCCCNc3nc(N4CCOCC4)nc4ccccc34)ccnc2c1	93	98	77	97	90	107	96	98	99

Complete entries as entered above. Order of values: OVCAR-8, SNB-19, PC-3, OVCAR-3, SF-268, DU-145, U251, SF-539, SF-295
Record of `NCCN1C(=O)c2cccc3c(-c4ccc5c(c4)ncn5C4CCCCC4)ccc(c23)C1=O` → 95, 103, 91, 101, 93, 105, 103, 104, 107
Record of `O=c1cc(/C=N\Nc2ccccc2)[nH]c(=O)[nH]1` → 108, 99, 93, 130, 106, 115, 104, nt, 107
Record of `OC1CCN(C2=Nn3c(nnc3-c3cc(C(F)(F)F)cc(C(F)(F)F)c3)SC2)CC1` → 90, 100, 91, 112, 102, 97, 91, 99, 97
Record of `Nc1cc(Cl)nc(N)n1` → 86, 108, 116, 113, 108, 107, 105, 90, 105

Later entries
canonical_smiles	OVCAR-8	SNB-19	PC-3	OVCAR-3	SF-268	DU-145	U251	SF-539	SF-295
COc1ccc(-c2nc(SC)nc(Cl)c2C#N)cc1	94	101	97	104	104	109	96	98	97
O=C1C2=C(C(=O)c3ccccc31)C(CCc1ccccc1)c1sc(=O)[nH]c1S2 (configuration not stated)	83	99	79	nt	97	93	90	100	86
Cc1cc(C)c2cc(C(=O)N3CCN(CCCC4CCCCC4)CC3)[nH]c2c1	101	92	98	109	95	105	99	100	101
Cc1nc2ccc(Br)cn2c1-c1nnc(SCc2ccccc2)o1	93	96	107	111	105	109	88	89	100
COC(=O)C(Cc1cccc(-c2ccc(CO)nc2)c1)NC(=O)OCc1ccccc1 (configuration not stated)	99	100	95	107	98	112	91	96	93
O=C(Cn1cc(-c2ccc(F)cc2)nn1)Nc1ccc2c(ccn2Cc2ccccc2)c1	nt	89	88	103	87	101	89	88	101
Clc1ccc(C(c2cccs2)N2CCNCC2)cc1 (configuration not stated)	101	105	66	107	81	104	96	104	57
Cc1ccc(C(=O)O)c(C(=O)O)c1	107	107	101	121	104	119	123	110	123
Cn1c(=O)c(C#N)c(-c2ccccc2)n2c(SCC(O)CN3CCOCC3)nnc12 (configuration not stated)	78	119	100	109	102	106	93	102	105
